From PubChem BioAssay
LAP4-GFP MLPCN: modulators of LAP4-GFP expression in yeast, primary screen, S. cerevisiae, multiplex flow cytometry, MLPCN library; GFP response vs DMSO, % at 10 µM; AID 2023, 2009; actives 0.34% (n = 320,000); 3 h; median GFP as percent of DMSO wells;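 active = GFP response vs DMSO above a set limit, about the screen mean plus 3 SD, cut at about 150% in these data; inconclusive = under 70 cell events counted for the yeast strain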
CIT2 TOR yeast: modulators of CIT2-GFP expression in yeast, primary screen, S. cerevisiae, GFP fusion, multiplex flow cytometry, MLPCN library. actives 0.065% (n = 320,000). S. cerevisiae CIT2-GFP strain, 3 h; 100 means same as DMSO wells. GFP response vs DMSO, % at 10 µM;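 active = GFP response relative to DMSO above a set limit, near the screen mean plus 3 SD, cut at about 150% in these data; inconclusive = Fewer than 70 cells measured for a yeast strain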;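 also: ratio of well median GFP fluorescence to mean of DMSO wells on the plate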
GRK2 aptamer HTS: compounds blocking aptamer binding on GRK2 – biochemical, human GRK2, bead flow cytometry, HTS, primary screen. FAM-aptamer displacement from GRK2. inhibition of aptamer binding, % at 10 µM. actives 0.59% (n = 330,000). AID 488847, 2010;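 active = inhibition of aptamer binding above 40%, roughly 3 SD of noise, on plates passing a quality check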;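 also: median bead fluorescence of bound FAM aptamer so fluorescent compounds give negative values; no value below 0 was filed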
GASC-1 inh: inhibitors of GASC-1 histone demethylase, primary screen, biochemical, fluorescence, DELFIA europium; Lysine-specific demethylase 4C (Homo sapiens), Q9H3R0; GST-JMJD2C(1-420) H3K9me3 demethylation; inhibition, % at 2.35 µM; actives 0.069% (n = 330,000); AID 2099, 2009;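 active = more than half of a compound's replicate wells show inhibition beyond 50%, single wells judged on their own value; inconclusive = some, but no more than half, of replicates pass 50% inhibition; inactive = no replicate passes 50% inhibition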;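 also: signal counts dimethyl H3K9 product captured on neutravidin plate; 0% = median of DMSO wells and 100% = 0.3 times that DMSO median; strong numbers were not always called active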
MEP2 TOR yeast: modulators of MEP2-GFP levels in yeast, primary screen, S. cerevisiae, multiplex flow cytometry, MLPCN library. S. cerevisiae MEP2-GFP strain, 3 h; 100% = DMSO control level. actives 0.51% (n = 330,000). GFP response vs DMSO, % at 10 µM;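 active = GFP response versus DMSO above a set limit, roughly screen mean plus 3 SD, cut at about 180% in these data; inconclusive = fewer than 70 cells counted for a yeast strain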;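 also: median GFP fluorescence of the barcode-gated MEP2-GFP cells per well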
VLA-4 inh: inhibition in human VLA-4 binding assay, primary screen, VLA-4 allosteric modulator project, MLPCN library, flow cytometry, VLA-4 expressing cells; Integrin alpha-4 (Homo sapiens), P13612; ligand binding flow cytometry; inhibition, % (about 7 µM as worked out from the volumes in the protocol); actives 0.2% (n = 330,000); in the data active = inhibition above about 50%
Target sequence (P13612 whole entry, looked up): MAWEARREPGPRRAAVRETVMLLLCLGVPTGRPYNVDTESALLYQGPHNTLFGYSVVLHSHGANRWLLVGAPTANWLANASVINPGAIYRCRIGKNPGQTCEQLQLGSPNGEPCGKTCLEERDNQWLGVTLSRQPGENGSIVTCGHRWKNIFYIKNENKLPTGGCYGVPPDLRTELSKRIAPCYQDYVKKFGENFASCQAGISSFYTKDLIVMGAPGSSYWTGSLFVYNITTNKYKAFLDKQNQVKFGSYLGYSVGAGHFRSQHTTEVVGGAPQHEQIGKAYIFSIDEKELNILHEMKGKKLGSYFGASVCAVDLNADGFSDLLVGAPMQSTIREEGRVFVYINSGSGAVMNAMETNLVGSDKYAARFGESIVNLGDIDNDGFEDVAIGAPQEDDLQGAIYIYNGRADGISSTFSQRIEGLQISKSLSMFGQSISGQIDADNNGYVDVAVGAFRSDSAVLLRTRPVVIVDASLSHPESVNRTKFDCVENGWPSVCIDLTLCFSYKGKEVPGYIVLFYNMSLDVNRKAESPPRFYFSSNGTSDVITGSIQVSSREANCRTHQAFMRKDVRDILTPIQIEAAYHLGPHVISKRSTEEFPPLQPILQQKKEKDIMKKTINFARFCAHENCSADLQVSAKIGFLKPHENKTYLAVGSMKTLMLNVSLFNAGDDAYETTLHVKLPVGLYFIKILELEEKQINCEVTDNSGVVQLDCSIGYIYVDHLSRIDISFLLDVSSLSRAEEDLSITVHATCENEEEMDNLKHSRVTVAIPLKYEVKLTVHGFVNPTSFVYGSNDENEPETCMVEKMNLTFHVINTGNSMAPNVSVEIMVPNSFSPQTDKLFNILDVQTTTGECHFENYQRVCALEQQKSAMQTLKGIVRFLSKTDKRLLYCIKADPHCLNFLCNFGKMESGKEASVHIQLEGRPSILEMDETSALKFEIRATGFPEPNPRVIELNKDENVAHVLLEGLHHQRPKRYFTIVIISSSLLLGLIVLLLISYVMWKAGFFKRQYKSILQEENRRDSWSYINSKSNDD
RPL19A-GFP yeast: RPL19A-GFP expression modulators in yeast, primary screen, cell-based, S. cerevisiae, multiplex flow cytometry, MLPCN; percent response vs DMSO, % at 10 µM; S. cerevisiae RPL19A-GFP strain, 3 h; stronger effect = lower value; actives 0.3% (n = 330,000);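 active = percent response vs DMSO below 50%; inconclusive = fewer than 70 events counted for the yeast strain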;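 also: median channel GFP fluorescence of the barcoded RPL19A-GFP strain; ratio of sample median GFP to plate DMSO average so 100% = DMSO; lower means less RPL19A-GFP as with rapamycin TOR inhibition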
AGP1 TOR yeast: modulators of AGP1-GFP expression in yeast TOR pathway, primary screen, cell-based, multiplex flow cytometry, S. cerevisiae, MLPCN library | 3 h; GFP as percent of DMSO wells | GFP response vs DMSO, % at 10 µM | actives 0.02% (n = 320,000) | AID 2066, 2009;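 active = GFP response relative to DMSO above a set limit, near screen average plus 3 SD, cut at about 150% in these data; inconclusive = fewer than 70 cells counted for the yeast strain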;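 also: median GFP channel fluorescence of the gated AGP1 strain per well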
Active calls of the source: *; i = inactive; ? = inconclusive; · = not tested or not shown; [ ] = another dose, or the depositor's remark.

SMILES	LAP4-GFP MLPCN	CIT2 TOR yeast	GRK2 aptamer HTS	GASC-1 inh	MEP2 TOR yeast	VLA-4 inh	RPL19A-GFP yeast	AGP1 TOR yeast
CCCCn1c(=N)n(CC(O)COc2cccc(C)c2)c2ccccc21 (centres undefined)	104	105	0	-2	108	10	104	107
CC(O/N=C/c1ccccc1OC(F)F)C(=O)Nc1cccc(S(=O)(=O)N2CCOCC2)c1 (centres undefined)	98	100	0	-18	94	8	113	105
CC(=O)c1c2c3c(c(Br)ccc3n(C)c1=O)C(=O)c1ccccc1-2	93	95	0	23	102	3	97	95
COC(=O)Nc1ccc(S(=O)(=O)NCc2ccccn2)cc1	97	93	2	-7	93	1	91	88
COC(=O)c1ccc(C2C(C#N)=C(N)Oc3cc(N)ccc32)cc1 (centres undefined)	80	90	1	13	99	-4	97	88
Cc1cc(=O)[nH]c(SCC(=O)c2ccccc2)c1C#N	113	110	0	4	103	-19	105	106
Cc1ccc(NS(=O)(=O)c2ccc(CCC(=O)N3CCOCC3)cc2)cc1	91	109	3	-1	181*	11	60	22
O=C(NCc1nnc2n1CCCCC2)c1ccc(Cl)cc1Cl	102	101	0	2	103	-6	94	96
Cc1ccc(C)c(Nc2nc3ccc(C)cc3n3cnnc23)c1	100	98	0	-4	103	13	99	96
CCc1ccc(N2CC(C(=O)OCc3csc(CC(=O)Nc4ccccc4C)n3)CC2=O)cc1 (centres undefined)	99	101	0	1	96	17	100	103
C[N+]1=C(/C=C/Nc2ccccc2Cl)C(C)(C)c2ccccc21	100	105	1	27	103	i	107	109
CCC1CCc2c([nH]c3ccccc3c2=O)O1 (centres undefined)	99	97	3	1	96	-7	96	97
COc1ccccc1C(OC(=O)c1ccco1)C(=O)NCc1ccc(F)cc1 (centres undefined)	101	103	0	-1	102	1	102	106
CC(C)c1ccc(OCc2cccc(C(=O)N/N=C/c3cccnc3)c2)cc1	108	91	0	3	90	0	94	86
CCOC(=O)n1cc(C(=O)c2ccccc2O)cn1	88	103	1	-13	106	28	103	97
COc1ccc(CC(=O)NNC(=S)Nc2ccccc2)cc1Br	97	108	0	-1	99	13	104	109
CCC/C=N/NC(=O)c1cccc(Br)c1	116	108	0	11	130	4	101	106
S=c1[nH]nc(-c2cccnc2)n1/N=C/c1ccco1	98	102	4	?	103	-8	102	99
CN1CCN(c2ccccc2NC(=O)c2cc3c(s2)-c2ccccc2OC3)CC1	102	91	0	0	102	17	100	78
Cn1c(Cc2ccc3c(c2)OCO3)nnc1SCC(=O)N1CCc2ccccc2C1	90	86	1	-4	94	3	91	90
COc1ccc(/C=C2\SC(N3CCCCC3)=NC2=O)cc1OC	104	95	0	2	100	7	103	91
CN(C)CCCNC(=O)C(=O)NCC(c1cccs1)S(=O)(=O)c1ccc(F)cc1 (centres undefined)	111	111	0	-9	105	-13	102	110
CS(=O)(=O)N1CCC(C(=O)Nc2ccc(OCc3ccccc3)cc2)CC1	100	101	2	-8	96	20	95	96
O=[N+]([O-])c1ccccc1Oc1cnc2ccccc2n1	101	87	2	5	96	-11	97	96
CCn1c(=O)c2c(nc3n2CCCN3c2cccc(C)c2)n(C)c1=O	105	98	2	1	99	22	98	107
Cc1cc(Nc2ccccc2)n(-c2cccc(Cl)c2)n1	71	80	1	-4	87	5	93	94
O=C(CNC1CCCCC1)NCC1(c2ccccc2)CCCC1	115	99	0	3	92	0	95	109
COCCCNc1nnc(Cc2ccc(Cl)cc2)c(=O)[nH]1	98	96	2	-11	94	23	88	94
COc1ccc(-c2oc3ccc(N4CCOCC4)cc3c2/C=C/c2ccc(OC)c(OC)c2)cc1	113	83	3	1	91	6	101	87
CC(=O)Nc1ccc(C(=O)N/N=C/c2ccc(F)cc2)cc1	84	88	0	-15	92	14	96	85
O=C(NCCCCNC(=O)c1ccccc1Cl)c1ccccc1Cl	73[may fluoresce violet]	?	0	0	70[may fluoresce violet]	4	94[may fluoresce violet]	?
CN(C(=O)CC1C(=O)NCCN1Cc1ccoc1)C1CCOCC1 (centres undefined)	90	100	2	-5	93	3	99	99
CC(Sc1nncs1)C(=O)NCc1ccc2c(c1)OCO2 (centres undefined)	92	98	0	0	97	1	98	105
Cc1ccc(CCNS(=O)(=O)c2ccc3c(c2)NC(=O)CCS3)cc1	95	97	1	19	101	22	98	101
NNC(=O)c1cc(C23CC4CC(CC(C4)C2)C3)nc2ccccc12	91	103	2	-6	101	19	103	100
Cc1[nH]c2ccccc2c1/C=N/Nc1ccc(F)cc1F	86	99	0	-2	100	-98	91	90
Cc1ccc(/C(O)=C2\C(=O)C(=O)N(Cc3cccnc3)C2c2ccccc2[N+](=O)[O-])cc1 (centres undefined)	100	94	0	-4	92	5	108	109
O=C(C1CCCN(Cc2ccccc2[N+](=O)[O-])C1)N1CCCC1 (centres undefined)	99	100	4	5	107	8	108	99
CCC1CCCCN1C(=O)CSc1nc(N)cc(N)n1 (centres undefined)	105	103	0	58	66	8	94	82
O=C(CCC(=O)N(CC(=O)NC1CCCCC1)Cc1ccccc1)Nc1nccs1	101	115	1	-21	103	9	104	102
Cc1ccc(OCC(=O)NC2CC(C)(C)NC(C)(C)C2)c(C)c1	104	100	0	2	102	-1	98	103
COc1ccc(/C=C/C(=O)c2ccc[nH]2)c(OC)c1OC	109	96	0	-3	101	3	100	98
CN(CC(=O)Nc1cccc(C#N)c1)Cc1ccc(Cl)cc1	94	106	0	-6	101	1	99	104
O=C(N/N=C/c1ccccn1)c1cc(-c2ccc(Cl)cc2)nc2ccccc12	110	89	0	-7	96	2	98	87
CCc1nnc(NC(=O)C=C(C)C)s1	86	99	1	3	101	7	89	·
CCOC(=O)c1c(C)[nH]c(C(=O)OCC(=O)NCc2ccc(OC)c(OC)c2)c1C	116	101	3	-1	104	5	103	105
O=C(COc1ccccc1)Nc1ccc2[nH]ncc2c1	97	103	10	7	108	9	102	100
O=C(NC1CCCC1)C(c1ccc(Cl)cc1)N1CCN(C2CCCCC2)CC1 (centres undefined)	99	93	3	0	100	3	97	99

The closing three compounds of the section above open the next one:
SMILES	LAP4-GFP MLPCN	CIT2 TOR yeast	GRK2 aptamer HTS	GASC-1 inh	MEP2 TOR yeast	VLA-4 inh	RPL19A-GFP yeast	AGP1 TOR yeast
CCOC(=O)c1c(C)[nH]c(C(=O)OCC(=O)NCc2ccc(OC)c(OC)c2)c1C	116	101	3	-1	104	5	103	105
O=C(COc1ccccc1)Nc1ccc2[nH]ncc2c1	97	103	10	7	108	9	102	100
O=C(NC1CCCC1)C(c1ccc(Cl)cc1)N1CCN(C2CCCCC2)CC1 (centres undefined)	99	93	3	0	100	3	97	99
O=C(N/N=C\c1cn(-c2ccccc2)nc1-c1ccccc1)c1ccc2c(c1)OCO2	116	99	3	6	107	-14	97	98
Cc1noc(/C=C/N(C)C)c1S(=O)(=O)N1CCCC(C(=O)Nc2ccccc2F)C1 (centres undefined)	86	92	7	-8	105	2	105	100
CN(C1CCCCC1)S(=O)(=O)c1ccc(NC(=O)C2CCCCC2)cc1	99	93	0	-31	99	6	96	100
O=C(O)CSc1ncnc2nc[nH]c12	101	86	0	·	98	-4	98	101
Cc1c(Cl)cccc1NC(=O)CN1CCC(NC(=O)C2CCCCC2)CC1	105	103	1	5	108	2	100	104
COC(=O)c1ccc(OCC(=O)Nc2ccccc2C(=O)NC2CC2)cc1	102	90	1	5	97	-19	94	94
CCCOC(=O)CSC1=C(C#N)C(c2ccc3c(c2)OCO3)CC(=O)N1 (centres undefined)	101	104	3	10	103	1	102	103
O=C1CCCN1CCCNC(=S)Nc1ccc(F)cc1	81	90	0	-3	85	9	100	93
Cc1ccc2cc(C#N)c(SCC(=O)N3CCCC3)nc2c1	111	89	0	-7	103	9	99	99
CC(C)(C)c1cc(N2CCOCC2)n2ncc(-c3ccc(Cl)cc3)c2n1	90	100	0	-5	102	2	102	98
Cc1cccn2cc(CNC(=O)c3ccco3)nc12	86	88	4	8	90	-11	89	·
COc1ccc(Nc2nc(NCCCN3CCOCC3)nc(N)c2[N+](=O)[O-])cc1	112	104	0	6	105	21	96	108
COc1ccc(C(C(=O)NCC2CCCO2)N(C(=O)CNC(=O)c2cccs2)c2ccc(NC(C)=O)cc2)cc1OC (centres undefined)	102	101	6	-7	98	2	96	103
CCCOC(=O)c1ccc(Oc2cn[nH]c2-c2ccc(OC)cc2O)cc1	117	91	1	-30	103	-2	99	97
O=C(Cc1cccc2ccccc12)N/N=C/c1ccc(Sc2cccc3cccnc23)o1	105	99	5	-8	103	4	94	93
CSC1=NC2(CCCCC2)C2=C(CCCC2)N1	99	99	6	0	99	13	96	99
COc1ccc(-c2csc(Nc3cccnc3)n2)cc1OC	98	102	1	-14	101	-3	100	·
O=C(Nc1ccc(NC(=O)C2CC2)cn1)c1ccccc1Cl	97	82	0	8	97	11	97	96
CCN(CC)S(=O)(=O)c1ccc(NC(=S)Nc2ccccc2)cc1	81	91	0	-2	102	12	103	97
CCOC(=O)c1ccc(N2CCN(c3ccccc3F)CC2)c(NC(=O)Nc2cccc(OC)c2)c1	98	99	0	-5	108	6	104	97
OC(CN1CCN(c2ccccn2)CC1)Cn1c2ccccc2c2ccccc21 (centres undefined)	110	105	0	-5	107	25	100	102
CSCC[C@@H](C(=O)NCCCCCCCCCCC(=O)N1CCN(C(=O)OC(C)(C)C)CC1)n1cc(CCO)nn1	108	109	1	-4	97	9	104	94
Cc1c(NS(C)(=O)=O)cccc1-c1nc2cccnc2s1	107	107	0	0	97	-4	96	104
COc1ccc(CCNC(=O)CSc2ccc(-c3ccco3)nn2)cc1OC	107	101	0	-28	116	15	100	100
c1ccc(OCc2noc(CN3CC[C@@H]4CCCC[C@H]4C3)n2)cc1	87	86	0	25	100	-12	101	95
CCC(CC)C(=O)Nc1cccc(C(=O)NC(C)(C)C)c1	112	100	2	-5	101	2	95	104
O=C(Nc1nc2c(s1)CCCC2)c1cccs1	141	89	0	2	100	1	96	94
COc1cc(OC)c(OC)cc1CCC(C)NCCC(c1ccccc1)c1ccccc1 (centres undefined)	96	90	6	1	90	39	97	101
CC(C)(C)NC(=O)CN(C(=O)CS(=O)CC(=O)Nc1ccc(F)cc1)c1ccccc1 (centres undefined)	111	111	1	6	92	-17	110	111
COc1ccc(N2CCN(C(=O)c3ccc4c(c3)NC(=O)C(CSCc3cccc(F)c3)N4)CC2)cc1 (centres undefined)	123	112	1	19	139	-131	103	101
COc1ccc(S(=O)(=O)CCC(=O)N2CCN(c3cccc(Cl)c3)CC2)cc1	111	102	1	-3	110	15	103	107
CCc1noc(C)c1C(=O)N1CCCC(C(=O)c2cc(F)ccc2OC)C1 (centres undefined)	105	104	0	-2	103	7	96	107
Cc1ccc(NC(=O)c2c(C(F)(F)F)nn(C)c2SCc2ccc(Cl)cc2)cc1C	117	82	3	1	107	8	99	102
